ADAM17 inh – ADAM17 inhibitors, primary screen, biochemical, QFRET. Disintegrin and metalloproteinase domain-containing protein 17 (Homo sapiens), P78536. recombinant ADAM17, EDANS/DABCYL FRET peptide cleavage. inhibition, % at 6.95 µM. 370,000 tested, 0.83% active;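 active means inhibition above the mean of compounds lying between control limits plus 3 SD, set per campaign, cut at about 8.5% in these data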;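 further: 0% = DMSO-only wells as the low control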
DDE Tn6 FP inh – inhibitors of Tn6 peptide binding to fibrin DD(E), primary screen, biochemical, fluorescence polarization, human fibrin, Tn6 probe; 370,000 tested, 0.21% active; inhibition, % at 8.3 µM; Fibrin DD(E) TRITC-Tn6 fluorescence polarization displacement;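 active means inhibition above a per-campaign cutoff: mean of compounds within control limits plus 3 SD, cut at about 15% in these data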;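 further: 0% = median of all compound wells on the plate and 100% = blocking peptide control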
TDP2 inh – human TDP2 enzyme inhibitors, primary screen, biochemical, epi absorbance, recombinant enzyme; 370,000 tested, 0.34% active; inhibition, % at 12.8 µM; T5PNP hydrolysis, p-nitrophenol absorbance 415 nm; Tyrosyl-DNA phosphodiesterase 2 (Homo sapiens), O95551; AID 720702, 2013;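 active means inhibition above the mean of all tested compounds plus 3 SD, set per campaign, cut at about 25% in these data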;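 further: 0% = DMSO with enzyme and 100% = buffer with substrate but no TDP2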
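Read-out basis: percent inhibition. System: recombinant human TDP2. Buffer or medium: Mg2+-containing Tris-HCl buffer, pH 7.5. Repeats: single replicate. Timing: reaction 2 h, 37 °C. Benchmarks: high control without enzyme, low control DMSO plus TDP2. Probe or stimulus: 5 mM T5PNP. Doses: 12.8 µM only. Measured by: epi absorbance of p-nitrophenol freed from T5PNP by hydrolysis.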
PLCb3 inh – human PLC-beta3 inhibitors, primary screen, biochemical, fluorescence. 370,000 tested, 0.18% active. AID 720704, 2013. Purified PLC-beta3, fluorogenic substrate. inhibition, % at 12.2 µM. 1-phosphatidylinositol 4,5-bisphosphate phosphodiesterase beta-3 (Homo sapiens), Q01970; in the data active means inhibition above about 11%;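 further: 0% = median of compound wells on plate and 100% = full blocker control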
Target sequence (Q01970 whole entry, looked up): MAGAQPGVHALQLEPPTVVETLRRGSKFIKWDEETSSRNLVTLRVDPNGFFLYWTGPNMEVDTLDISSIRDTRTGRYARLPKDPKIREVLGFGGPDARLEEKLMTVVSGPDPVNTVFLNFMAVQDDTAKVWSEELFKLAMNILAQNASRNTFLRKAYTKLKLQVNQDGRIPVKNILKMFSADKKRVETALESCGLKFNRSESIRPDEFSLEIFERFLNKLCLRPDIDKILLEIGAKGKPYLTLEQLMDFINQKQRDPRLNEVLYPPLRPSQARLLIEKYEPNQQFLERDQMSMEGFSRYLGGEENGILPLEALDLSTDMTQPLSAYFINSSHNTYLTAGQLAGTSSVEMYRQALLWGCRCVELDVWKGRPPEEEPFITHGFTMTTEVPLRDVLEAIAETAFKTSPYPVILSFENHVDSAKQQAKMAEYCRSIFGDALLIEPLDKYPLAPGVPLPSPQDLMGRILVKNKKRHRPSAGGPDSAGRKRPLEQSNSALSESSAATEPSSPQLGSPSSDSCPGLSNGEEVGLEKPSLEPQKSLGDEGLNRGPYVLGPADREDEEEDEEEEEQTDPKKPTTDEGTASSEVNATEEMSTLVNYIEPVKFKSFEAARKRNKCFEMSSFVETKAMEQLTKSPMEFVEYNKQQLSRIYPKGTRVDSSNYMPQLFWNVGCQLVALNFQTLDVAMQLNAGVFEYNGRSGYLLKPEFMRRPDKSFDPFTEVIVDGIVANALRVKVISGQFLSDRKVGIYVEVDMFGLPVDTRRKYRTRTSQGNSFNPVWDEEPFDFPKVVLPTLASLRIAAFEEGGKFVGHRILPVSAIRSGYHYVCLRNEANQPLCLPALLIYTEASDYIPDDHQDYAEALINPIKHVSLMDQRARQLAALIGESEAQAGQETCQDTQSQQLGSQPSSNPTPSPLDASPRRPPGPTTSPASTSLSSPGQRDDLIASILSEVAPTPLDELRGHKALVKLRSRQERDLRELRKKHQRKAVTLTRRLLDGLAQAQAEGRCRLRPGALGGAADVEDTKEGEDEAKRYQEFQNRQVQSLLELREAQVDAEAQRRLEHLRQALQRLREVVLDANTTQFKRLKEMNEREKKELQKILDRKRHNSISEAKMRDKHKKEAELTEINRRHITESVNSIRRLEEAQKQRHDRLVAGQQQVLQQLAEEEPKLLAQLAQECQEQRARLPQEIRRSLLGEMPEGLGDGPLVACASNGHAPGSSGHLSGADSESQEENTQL
ADAM10 inh – human ADAM10 inhibitors, primary screen, biochemical, QFRET, HTS | 370,000 tested, 0.62% active | recombinant ADAM10, EDANS/DABCYL FRET peptide cleavage, 3 h | Disintegrin and metalloproteinase domain-containing protein 10 (Homo sapiens), O14672 | AID 720582, 2013 | inhibition, % at 7 µM;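 active means inhibition above a per-campaign cutoff equal to the mean of compounds falling between control-based bounds plus 3 SD, cut at about 20% in these data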;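 further: 0% = DMSO wells while the 100% control is not disclosed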
Tn7 DDE FP – inhibitors of Tn7 peptide binding to fibrin DD(E), primary screen, biochemical, fluorescence polarization, human fibrin, Tn7 probe | FP displacement of FITC-Tn7 peptide from fibrin DD(E); 0% = median of compound wells per plate | AID 720508, 2013 | inhibition, % at 8.3 µM | 370,000 tested, 0.13% active | Fibrinogen beta chain (Homo sapiens), P02675;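 active means inhibition above the mean of compounds falling within the control limits plus 3 SD of them, cut at about 14% in these data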;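 further: 0% = plate median of compound wells and 100% = 10 µM Aha-Tn7 peptide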
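Also added: labelled Tn7 tracer, 0.1 µM; Assay system: human fibrin DD(E) protein; Amount: 2 µM fibrin DD(E); Schedule: 10 min compound pre-incubation, 3 h probe incubation at room temperature; Repeats: one replicate per compound; Read-out basis: percent inhibition; Measured by: fluorescence polarization of the labelled Tn7 tracer.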
PLC-gamma1 inh – PLC-gamma1 enzyme inhibitors, primary screen, biochemical, fluorescence, purified enzyme; inhibition, % at 12.2 µM; AID 720700, 2013; 1-phosphatidylinositol 4,5-bisphosphate phosphodiesterase gamma-1 (Homo sapiens), P19174; 370,000 tested, 0.84% active; fluorogenic substrate; in the data active means inhibition above about 9.5%
ASAP1 inh – inhibitors of human ASAP1 ArfGAP activity, primary screen, biochemical, fluorescence polarization | Arf-GAP with SH3 domain, ANK repeat and PH domain-containing protein 1 (Homo sapiens), … | ASAP1-stimulated ARF1 GTP hydrolysis, GDP FP detection | inhibition, % at 16.5 µM | 360,000 tested, 0.19% active | AID 624377, 2012; in the data active means inhibition above about 25%;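 further: 0% = vehicle with enzyme and substrate and 100% = no enzyme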
ARFGAP1 inhibitor – inhibitors of rat ARFGAP1 GAP activity, primary screen, biochemical, fluorescence polarization, GDP tracer | ADP-ribosylation factor GTPase-activating protein 1 (Rattus norvegicus), Q62848 | Arfgap1-stimulated ARF1 GTP hydrolysis, GDP FP detection | inhibition, % at 16.5 µM | 360,000 tested, 0.26% active | AID 651572, 2012;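 active means inhibition above a per-plate limit, mean inhibition of low control wells plus 3 SD, cut at about 25% in these data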;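 further: 0% = DMSO wells with enzyme and 100% = wells lacking Arfgap1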
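system = rat Arfgap1 catalytic domain, aa 1-136 | technique = FP, GDP Alexa 633 tracer displaced from anti-GDP antibody, 620/688 nm | compound = one concentration, 16.5 µM, DMSO 1.26% | medium = HEPES-based buffer, pH 7.5 | timing = compound-enzyme preincubation 20 min, reaction 120 min, detection 60 min, 25 °C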
SIAE inh – human SIAE inhibitors, primary screen, biochemical, fluorescence polarization, FP-Rh probe, 1536-well HTS | Sialate O-acetylesterase (Homo sapiens), Q9HAT2 | SIAE FP-Rh probe binding | inhibition, % at 9.66 µM | 370,000 tested, 0.69% active | AID 1053197, 2014;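 active means inhibition above a cutoff: mean of compounds within the control limits plus 3 SD of those, cut at about 17% in these data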;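 further: 0% = plate median of compound wells and 100% = probe without SIAE protein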
* hit, by the source's call.

For CSc1sc(C)cc1/C=N/O the results were ADAM17 inh 1, DDE Tn6 FP inh 5, TDP2 inh -5, PLCb3 inh 3, ADAM10 inh 1, Tn7 DDE FP 1, PLC-gamma1 inh 6, ASAP1 inh 17, ARFGAP1 inhibitor 6 and SIAE inh 2.
Screening O=C(NCC1CCCO1)/C(=C\c1cccs1)NC(=O)c1ccccc1 (stereo not drawn) returned ADAM17 inh -3, DDE Tn6 FP inh 0, TDP2 inh 21, PLCb3 inh -4, ADAM10 inh 0, Tn7 DDE FP 11, PLC-gamma1 inh 1, ASAP1 inh 5, ARFGAP1 inhibitor -5 and SIAE inh 2.
Screening Cc1ccc(S(=O)(=O)NCC(=O)N/N=C/c2ccccc2O)cc1 returned ADAM17 inh -19, DDE Tn6 FP inh 2, TDP2 inh -5, PLCb3 inh -24, ADAM10 inh -46, Tn7 DDE FP -2, PLC-gamma1 inh -23, ASAP1 inh 3, ARFGAP1 inhibitor -18 and SIAE inh -1.
CCN(CC)C(=O)[C@H]1C[C@H](CC(=O)NCc2ccco2)C(=O)N2CCc3c([nH]c4cc(-c5ccco5)ccc34)[C@]12C was read as ADAM17 inh -147, DDE Tn6 FP inh -6, TDP2 inh -4, PLCb3 inh inactive, ADAM10 inh inactive, Tn7 DDE FP 0, PLC-gamma1 inh inactive, ASAP1 inh 5, ARFGAP1 inhibitor -13 and SIAE inh -1.
Screening O=C(CSc1ccccc1)Nc1ccc(S(=O)(=O)Nc2ncccn2)cc1 returned ADAM17 inh -6, DDE Tn6 FP inh 3, TDP2 inh -2, PLCb3 inh -9, ADAM10 inh -2, Tn7 DDE FP 0, PLC-gamma1 inh -4, ASAP1 inh 0, ARFGAP1 inhibitor 2 and SIAE inh -7.
Screening Cc1cccc(C)c1NC(=O)CN(C)C(=O)c1ccccc1OCc1ccc(F)cc1 returned ADAM17 inh -5, DDE Tn6 FP inh 1, TDP2 inh -4, PLCb3 inh -2, ADAM10 inh 3, Tn7 DDE FP 2, PLC-gamma1 inh 5, ASAP1 inh -5, ARFGAP1 inhibitor 13 and SIAE inh 3.
`CCCCN(CC)C(=O)Cn1ncc2c1-c1cc(C)ccc1OC2` gave ADAM17 inh -2, DDE Tn6 FP inh -3, TDP2 inh -3, PLCb3 inh 2, ADAM10 inh -11, Tn7 DDE FP -3, PLC-gamma1 inh 1, ASAP1 inh 2, ARFGAP1 inhibitor 7 and SIAE inh 8.
For Cc1cccc(C(=O)N[C@H](C(=O)Nc2nc3ccc(S(C)(=O)=O)cc3s2)C(C)C)c1 the results were ADAM17 inh -4, DDE Tn6 FP inh -9, TDP2 inh 5, PLCb3 inh -9, ADAM10 inh -4, Tn7 DDE FP -4, PLC-gamma1 inh -4, ASAP1 inh 4, ARFGAP1 inhibitor 14 and SIAE inh -11.
For O=C(CC1SC2=NCCN2C1=O)Nc1ccccc1 (stereo not drawn) the results were ADAM17 inh 0, DDE Tn6 FP inh 1, TDP2 inh 14, PLCb3 inh 4, ADAM10 inh 5, Tn7 DDE FP -1, PLC-gamma1 inh 2, ASAP1 inh 5, ARFGAP1 inhibitor 16 and SIAE inh -7.
`Cc1cc(C#N)c(SCC(N)=O)nc1-c1ccc(F)cc1` gave ADAM17 inh -11, DDE Tn6 FP inh -3, TDP2 inh -10, PLCb3 inh -21, ADAM10 inh -14, Tn7 DDE FP -2, PLC-gamma1 inh -19, ASAP1 inh -1, ARFGAP1 inhibitor 0 and SIAE inh 2.

Compounds shown so far that have two or more sulfur atoms (three):
For CSc1sc(C)cc1/C=N/O the results were ADAM17 inh 1, DDE Tn6 FP inh 5, TDP2 inh -5, PLCb3 inh 3, ADAM10 inh 1, Tn7 DDE FP 1, PLC-gamma1 inh 6, ASAP1 inh 17, ARFGAP1 inhibitor 6 and SIAE inh 2.
Screening O=C(CSc1ccccc1)Nc1ccc(S(=O)(=O)Nc2ncccn2)cc1 returned ADAM17 inh -6, DDE Tn6 FP inh 3, TDP2 inh -2, PLCb3 inh -9, ADAM10 inh -2, Tn7 DDE FP 0, PLC-gamma1 inh -4, ASAP1 inh 0, ARFGAP1 inhibitor 2 and SIAE inh -7.
For Cc1cccc(C(=O)N[C@H](C(=O)Nc2nc3ccc(S(C)(=O)=O)cc3s2)C(C)C)c1 the results were ADAM17 inh -4, DDE Tn6 FP inh -9, TDP2 inh 5, PLCb3 inh -9, ADAM10 inh -4, Tn7 DDE FP -4, PLC-gamma1 inh -4, ASAP1 inh 4, ARFGAP1 inhibitor 14 and SIAE inh -11.

Other results
For COc1cc([N+](=O)[O-])c2ncsc2c1 the results were ADAM17 inh 2, DDE Tn6 FP inh -6, TDP2 inh -11, PLCb3 inh 7, ADAM10 inh 12, Tn7 DDE FP 4, PLC-gamma1 inh 7, ASAP1 inh -2, ARFGAP1 inhibitor 0 and SIAE inh 4.
Screening CC(C)(C)CC(C)(C)NC(=S)NC1CCN(Cc2ccccc2)CC1 returned ADAM17 inh -2, DDE Tn6 FP inh 6, TDP2 inh 7, PLCb3 inh 0, ADAM10 inh -2, Tn7 DDE FP -4, PLC-gamma1 inh 1, ASAP1 inh -4, ARFGAP1 inhibitor 11 and SIAE inh 0.
For CCc1ccc2c(c1)cc(C)c1nnc(SCC(=O)Nc3cc(OC)c(OC)cc3C(=O)O)n12 the results were ADAM17 inh -3, DDE Tn6 FP inh -2, TDP2 inh -12, PLCb3 inh -6, ADAM10 inh -5, Tn7 DDE FP 4, PLC-gamma1 inh -2, ASAP1 inh -5, ARFGAP1 inhibitor -10 and SIAE inh -6.
`CC(C)(C)n1nnnc1C(c1cccs1)N1CCN(Cc2ccc3c(c2)OCO3)CC1` (stereo not drawn) gave ADAM17 inh -1, DDE Tn6 FP inh -1, TDP2 inh 6, PLCb3 inh 4, ADAM10 inh 6, Tn7 DDE FP -2, PLC-gamma1 inh -1, ASAP1 inh -9, ARFGAP1 inhibitor 3 and SIAE inh -2.
`CCOC(=O)CSc1nc2ccccc2c(=O)n1CCC(=O)NCCc1ccc(OC)c(OC)c1` gave ADAM17 inh 0, DDE Tn6 FP inh -8, TDP2 inh 0, PLCb3 inh 3, ADAM10 inh 1, Tn7 DDE FP -8, PLC-gamma1 inh 2, ASAP1 inh -4, ARFGAP1 inhibitor 4 and SIAE inh -7.
`Oc1ccc(/C=N/Nc2ncnc3c2ncn3Cc2ccccc2)cc1O` gave ADAM17 inh -3, DDE Tn6 FP inh -5, TDP2 inh 1, PLCb3 inh -23, ADAM10 inh -16, Tn7 DDE FP 0, PLC-gamma1 inh -18, ASAP1 inh -5, ARFGAP1 inhibitor -1 and SIAE inh 2.
`CCOc1ccc(-c2noc(CCC(N)=O)n2)cc1OCC` gave ADAM17 inh -5, DDE Tn6 FP inh -11, TDP2 inh -7, PLCb3 inh 4, ADAM10 inh -7, Tn7 DDE FP -6, PLC-gamma1 inh 1, ASAP1 inh 11, ARFGAP1 inhibitor -8 and SIAE inh -7.
Screening Cc1ccc(S(=O)(=O)N2CCCCC2)cc1NC(=O)Cn1c(=O)cnc2ccccc21 returned ADAM17 inh -6, DDE Tn6 FP inh 4, TDP2 inh 9, PLCb3 inh -6, ADAM10 inh -30, Tn7 DDE FP -4, PLC-gamma1 inh -4, ASAP1 inh -5, ARFGAP1 inhibitor 2 and SIAE inh -3.
`Cc1ccc(C(=O)n2c(-c3ccccc3)cnc2SCC(=O)Nc2ccccc2)cc1` gave ADAM17 inh 0, DDE Tn6 FP inh 1, TDP2 inh -4, PLCb3 inh 3, ADAM10 inh 11, Tn7 DDE FP 1, PLC-gamma1 inh 4, ASAP1 inh 2, ARFGAP1 inhibitor -8 and SIAE inh 9.
`CC(C)(C)S(=O)(=O)N1Cc2ccc(CO)cc2[C@@H]1CCO` gave ADAM17 inh 0, DDE Tn6 FP inh 4, TDP2 inh -7, PLCb3 inh 2, ADAM10 inh -4, Tn7 DDE FP -6, PLC-gamma1 inh 1, ASAP1 inh 22, ARFGAP1 inhibitor 7 and SIAE inh -5.
`Nc1nonc1-n1nnc(C(=O)N/N=C/c2ccc3c(c2)OCO3)c1CSc1ccccc1` gave ADAM17 inh 3, DDE Tn6 FP inh -1, TDP2 inh -4, PLCb3 inh -11, ADAM10 inh 1, Tn7 DDE FP 1, PLC-gamma1 inh -1, ASAP1 inh 14, ARFGAP1 inhibitor -3 and SIAE inh 2.
CCCCNC(=O)C(=O)N/N=C/c1ccc(C(=O)OC)cc1 was read as ADAM17 inh -1, DDE Tn6 FP inh 0, TDP2 inh -4, PLCb3 inh 2, ADAM10 inh -3, Tn7 DDE FP 1, PLC-gamma1 inh 1, ASAP1 inh 13, ARFGAP1 inhibitor 0 and SIAE inh -2.
Fc1ccc(NCc2ccccc2F)cc1Cl was read as ADAM17 inh 0, DDE Tn6 FP inh -6, TDP2 inh -6, PLCb3 inh 2, ADAM10 inh 14, Tn7 DDE FP 1, PLC-gamma1 inh 3, ASAP1 inh 7, ARFGAP1 inhibitor 1 and SIAE inh 1.
`CCn1c(C)c(/C=N/Nc2nc3ccccc3s2)c2ccccc21` gave ADAM17 inh -10, DDE Tn6 FP inh -14, TDP2 inh -9, PLCb3 inh -70, ADAM10 inh 2, Tn7 DDE FP 8, PLC-gamma1 inh -44, ASAP1 inh 25, ARFGAP1 inhibitor 11 and SIAE inh 7.

Compound activity as filed in PubChem BioAssay.
